# Screening data (PubChem BioAssay)
# WRN helicase inh: inhibitors of human WRN helicase. WRN helicase unwinding, fluorescent forked duplex, kinetic. 0.46% of 360,000 active. Q14191. Potency, µM (doses to about 114 µM), for inactives: at the highest dose activity change, negative = inhibition, hits mostly inhibitors; also: potency is read from the fitted curve at half-maximal effect; % is scaled to controls: 0 for no effect and ±100 for the full control effect; nearly all actives have a fitted effect of over 55% in size
#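 Primary qHTS, 1536-well format. 20 nM WRN + compound, 15 min RT; start with 100 nM forked fluorophore/quencher duplex, 2 mM ATP (final); kinetic read ex 525/em 598 nm.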
# EPAC1 agonist: EPAC1 (human) agonism | EPAC1 agonist qHTS, biochemical assay; response scale: 100% = response to 6.5 mM cAMP | 0.073% of 360,000 active | O95398 | AID 720707 | Potency, µM (doses to about 154 µM), without a hit: at the top dose activation, most hits filed as activators; also: potency is read from the fitted curve at half-maximal effect; nearly all actives have a fitted effect of over 60% in size
#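 Normalized to 6.5 mM cAMP, activity reflects EPAC1-catalysed release of BODIPY-GDP from Rap1B, followed kinetically over 30 min at 480 nm excitation, 540 nm emission. Reaction contained 100 nM EPAC1, 250 nM Rap1B-BODIPY-GDP, 50 uM GDP.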
# PLK1 PBD inh: PLK1 (human) polo-box domain binding inhibition. P53350. 2.8% of 360,000 active. Potency, µM, inactives show max response, negative = inhibition, usual class: inhibitors. Plk1 PBD binding of FITC phosphopeptide, fluorescence polarization; also: potency is read from the fitted curve at half-maximal effect; series mostly up to about 57 µM; % is scaled to controls: 0 for no effect and ±100 for the full control effect; nearly all actives have a fitted effect of over 65% in size
# Target sequence (P53350 whole entry, looked up, the tested form may be a part): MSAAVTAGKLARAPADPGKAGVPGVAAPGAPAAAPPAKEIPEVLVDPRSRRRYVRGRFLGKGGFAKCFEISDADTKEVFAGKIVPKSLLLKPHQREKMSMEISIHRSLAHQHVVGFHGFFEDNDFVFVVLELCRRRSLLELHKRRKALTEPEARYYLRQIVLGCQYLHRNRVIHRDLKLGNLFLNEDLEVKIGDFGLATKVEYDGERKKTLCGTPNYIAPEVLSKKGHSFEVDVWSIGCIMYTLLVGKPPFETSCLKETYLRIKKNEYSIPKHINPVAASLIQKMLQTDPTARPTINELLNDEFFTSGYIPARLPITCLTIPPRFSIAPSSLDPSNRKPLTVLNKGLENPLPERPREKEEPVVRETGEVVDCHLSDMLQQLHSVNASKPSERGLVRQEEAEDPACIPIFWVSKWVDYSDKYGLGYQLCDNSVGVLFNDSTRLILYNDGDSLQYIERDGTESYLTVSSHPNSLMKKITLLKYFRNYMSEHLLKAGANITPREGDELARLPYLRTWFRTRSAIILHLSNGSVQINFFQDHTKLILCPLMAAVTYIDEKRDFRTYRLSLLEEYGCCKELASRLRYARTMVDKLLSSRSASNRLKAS
# CCT chaperon mod: cytosolic chaperonin activity modulation; purified chaperonin ATPase assay, HTRF ADP detection, 30 min; AID 651819; 0.3% of 360,000 active; activity change, % (test concentration not listed), hits read low; in the data active = activity change below about -30%; also: % is scaled to controls: 0 for no effect and ±100 for the full control effect
#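 Enzyme 40 or 20 nM (batch-dependent) in Tris pH 7.4/KCl/MgCl2/DTT; cpd 76 uM single point; ATP 10 uM; 30 min 37 °C; Transcreener ADP HTRF detection, 30 min RT; ratio 665/615.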
# IL-2 act: activates IL-2 in a cell-based reporter assay | AID 652025 | activation, % (series mostly up to about 46 µM) | 0.065% of 360,000 active | IL-2 activation reporter assay, cell-based qHTS; stimulated with anti-CD3/CD4/CD28 beads; in transgenic mouse T cells; in the data active = activation above about 50%; inconclusive = mostly about 30% to 49%; also: 0% is about no effect
#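 Using fluorescent plate cytometry, EGFP and DsRed are detected in transgenic mouse T cells stimulated 18 h at 37 degrees C with antibody-coated beads after 60 min compound pretreatment.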
# EPAC1 antagonist: EPAC1 (human) antagonism. O95398. EPAC1 GEF assay, Rap1b-BODIPY-GDP exchange fluorescence. Potency, µM (highest dose often 115 µM), without a hit: at the highest dose activity change, negative = inhibition, usual class: inhibitors. 0.14% of 360,000 active;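 also: potency is read from the fitted curve at half-maximal effect; plate controls were vehicle for no effect and positive control for full effect; nearly all actives have a fitted effect of over 50% in size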
# PI5P4K alpha inh: PI5P4K alpha (human) kinase inhibition | max response, % | AID 652105 | 1.2% of 330,000 active | P48426 | PI5P4Kalpha enzyme, ADP-Glo luminescence, 60 min; stronger effect = lower value; active = max response of -50% or lower; inconclusive = between -30% and -50%; inactive = -30% or higher; also: value at the top dose of about 77 µM; % is scaled to controls: 0 for no effect and ±100 for the full control effect
#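 Reactions run in 0.038 M HEPES pH 7.4, 0.28 mM EGTA, 0.1% CHAPS and 5% DMSO, with PI5P4Kalpha, substrate, compound and 5 microM ATP final, one hour at room temperature. Readout is ADP-Glo luminescence.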
# EPAC2 ag: activates human EPAC2 exchange factor; EPAC2 activation, biochemical qHTS; response scale: 100% = 6.5 mM cAMP response; Potency, µM (top dose mostly 154 µM), for the others: top-dose activation, actives largely listed as activators; 0.079% of 360,000 active; also: potency is read from the fitted curve at half-maximal effect; nearly all actives have a fitted effect of over 50% in size
#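 qHTS, titration series. 100 nM EPAC2 / 250 nM Rap1B-BODIPY-GDP / 50 uM GDP; RT; ex 480/em 540 nm, 5-min reads to 30 min. Norm. to 6.5 mM cAMP = activation.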
# * hit, by the source's call; ? = inconclusive; nt = not tested or not shown; [ ] = another dose, or the depositor's remark. Unless noted, calls follow the shape of the dose curve; as a rule, active = well fitted curve in the direction sought with a large enough effect; inconclusive = small, poorly fitted or top-dose-only effect, or another doubt; inactive = no such curve, though single readings can be large; an effect the other way counts as inactive or inconclusive.
compound	IL-2 act	EPAC2 ag	PI5P4K alpha inh	PLK1 PBD inh	WRN helicase inh	EPAC1 agonist	EPAC1 antagonist	CCT chaperon mod
CCOc1ccc(CC(=O)OCn2nnc3ccccc3c2=O)cc1	-0.6	9%	2	-22%	-13%	-2%	3%	-19
Cc1cn([C@H]2C[C@H](O)[C@@H](/C=C/C(=O)NCCc3ccc(S(N)(=O)=O)cc3)O2)c(=O)[nH]c1=O	-0.2	2%	-1	-6%	-6%	3%	-11%	-0.1
CC1(C)CC(=O)c2sc(NC(=O)c3cccs3)nc2C1	-0.8	4%	nt	-6%	6%	6%	-1%	0.1
COc1ccc(CNC(=S)N/N=C/c2ccc(O)c(OC)c2)cc1	-0.9	5%	-1	1%	-30%[57.1 µM]	3%	6%	-0.3
CCOC(=O)CC(=O)CSc1nc2c(cc1C#N)CCC2	1.5	-2%	0	-24%	-2%	6%	8%	-1.7
COc1ccc(-c2nc(N)ncc2-c2ccc(OC)c(OC)c2)c(O)c1	-2.2	3%	?	9%	-14%	4%	0%	1.9
N=c1c(S(=O)(=O)c2ccc(Br)cc2)cc2c(=O)n3ccccc3nc2n1CCN1CCOCC1	-0.8	11%	11	-2%	-7%	12%	15%	1.6
COc1cc(NC(=S)N2CCC(C(N)=O)CC2)c(OC)cc1Cl	0.5	7%	-1	?	-6%	7%	0%	-0.2
COC(=O)C(C)Sc1n[nH]c(=S)s1 (stereo not drawn)	-0.1	5%	-72*	?	-1%	14%	0%	-1.9
O=C(Cn1nnc(-c2ccccc2)n1)NNC(=O)c1ccccc1	-1.4	9%	-9	-17%	-6%	7%	-2%	2.2
Fc1ccc(/C=C/c2nnc(-c3cccs3)o2)cc1	2.3	3%	2	-15%	-8%	-1%	-12%	-0.2
Nc1cnn(C2CCCO2)c(=O)n1 (stereo not drawn)	-0.6	9%	nt	-8%	-4%	8%	-1%	-3.6
O=C(Nc1ccc(Cl)cc1Cl)C1=Cc2ccccc2OC1	0.1	12%	12	-8%	0%	19%	-13%	0.1
CCC(C)[C@H](Nc1nc(-c2ccccc2)nc2c1oc1ccccc12)C(=O)O (stereo partly drawn)	-0.7	-13%	2	-19%	-15%	-11%	7%	1.6
CCCCC1=CC2=CC(=O)C(C)(OC(=O)CC)C(=O)C2=CN1c1cccc(C#N)c1 (stereo not drawn)	-0.6	-4%	-2	?	-10%	5%	-5%	2.7
CC1CCN(C(=O)COC(=O)c2ccc(=O)n(Cc3ccccc3)n2)CC1	-2.4	1%	4	-4%	12%	0%	20%	0.3
CCN1CCN(C(CNS(=O)(=O)c2ccc(C)cc2)c2cccnc2)CC1 (stereo not drawn)	-1.3	14%	2	-8%	-26%	-2%	-19%	-0.2
NC(=O)C1CCN(C(=O)c2ccc3c(c2)S(=O)(=O)c2ccccc2C3=O)CC1	-0.6	5%	-1	4%	-5%[57.1 µM]	-3%	15%	-0.7
O=C(CSc1nc2cc(Cl)ccc2s1)c1ccco1	0.5	13%	nt	?	-9%	17%	-1%	-2.3
CC1(C)N=C(N)N=C(N)N1c1cccc(C(=O)O)c1	0.4	3%	nt	-1%	0%	-10%	9%	-3.5
COc1ccc(N2C(=O)c3ccc(C(=O)Nc4ccccc4OC)cc3C2=O)cc1	-0.1	7%	0	-13%	8%	12%	-20%	0.3
Clc1ccc(-c2cc(-c3ccccn3)on2)c(Cl)c1	0.0	2%	-1	3%	-2%	0%	-7%	-1.0
CC(C)(C)c1ccc(OCc2ccc(C(=O)Nc3cccnc3)o2)cc1	-0.6	8%	-8	-5%	5%	11%	-27%	0.3
CC(=O)Nc1ccc(S(=O)(=O)N2CCC3(CC2)OCCO3)cc1	-0.1	-5%	-3	2%	9%	-13%	11%	0.7
CCCN(CCC)C(=O)c1cc([N+](=O)[O-])cc2c1-c1ccc([N+](=O)[O-])cc1C2=C(C#N)C#N	0.7	-8%	0	?	6%	3%	9%	1.5
COc1cccc(C(=O)Nc2cccc(NC(=O)c3cccs3)c2)c1	-0.1	13%	2	-9%	-4%	20%	-10%	-2.2
COCCn1c(-c2ccco2)csc1=Nc1cccnc1	-1.2	5%	nt	-22%	-2%	8%	-4%	-3.5
COCCNS(=O)(=O)c1cc(C(=O)O)ccc1OC	-1.5	-2%	-1	?	-2%	1%	-15%	-0.4
CN(C)CCN(C(=O)c1ccc(S(=O)(=O)N2CCCC2)cc1)c1nc2ccc(Br)cc2s1	-3.3	1%	-1	-2%	6%	4%	2%	-0.9
CCCCNC(=O)c1ccc2c(c1)C(=O)N(Cc1ccncc1)C2=O	-0.8	2%	1	-4%	-11%	22%	-20%	-2.9
Cc1cc(C(=O)NNC2CC(=O)N(c3ccc4ccccc4c3)C2=O)c(C)o1 (stereo not drawn)	-0.5	5%	7	-11%	-12%	9%	-8%	-5.7
N#C/C(=C\c1ccc(Cl)s1)C(=O)N1CCN(c2ccccc2)CC1	-1.7	4%	-1	-1%	-6%	2%	-13%	-0.5
Cc1ccc(C2C(C(=O)c3cccs3)=C(O)C(=O)N2c2cccc(C)n2)cc1 (stereo not drawn)	0.2	3%	-5	-9%	-22%	2%	-8%	-1.2
CCc1ccc(OCC(O)CNC(C)(C)C)cc1 (stereo not drawn)	-1.4	10%	nt	-6%	2%	9%	4%	1.8
O=C1C=C(c2n[nH]nc2-c2ccccc2)C[C@@H](c2ccc(F)cc2)C1	6.0	3%	?	-12%	-6%	0%	14%	-1.5
COc1ccc(CS(=O)(=O)CC(C)(O)c2ccc(Cl)cc2)cc1 (stereo not drawn)	-2.4	4%	-1	-9%	-8%	-5%	-11%	-1.1
COc1ccc(C)cc1NC(=O)CN1CCN(S(=O)(=O)c2ccc(Cl)cc2)CC1	0.9	1%	0	2%	1%	5%	12%	-0.6
COc1ncnc2c1oc1nc(CC(C)C)c3c(c12)CC(C)(C)OC3	-0.9	0%	nt	-5%	4%	2%	3%	-1.3
CCCCC(=O)N(C)c1c(C)nc2ccc(C(=O)N(CC)CCN(C)C)cn12	0.3	11%	1	-15%	0%	0%	-13%	-1.5
CCCC1(C(=O)OC)NC(c2cccc(F)c2)C2C(=O)N(CC)C(=O)C21 (stereo not drawn)	-2.8	-13%	0	-8%	11%	0%	-3%	-1.4
CCOC(=O)N1CCN(C(=O)COc2ccc(S(=O)(=O)NC3CCCCC3)cc2C)CC1	-1.7	1%	9	-4%	-21%	4%	-19%	-0.4
O=C(CNC(=O)N1CC(=O)Nc2ccccc21)Nc1ccc(Br)cc1F	-1.3	2%	-29	-4%	4%	10%	3%	-0.7
CCOC(=O)N1CCC(NC(=O)C2CCC(CNS(=O)(=O)c3ccc(OC)cc3)CC2)CC1 (stereo not drawn)	0.7	-2%	-8	-2%	-15%	11%	11%	-1.1
CCOc1ccc(/C=N/Nc2cc(N3CCOCC3)nc(C)n2)c(O)c1	-0.5	5%	1	-12%	7%	16%	-18%	-2.5
Cc1ccccc1NC(=O)NCCCN1CCCC1	-1.3	-3%	nt	-2%	7%	0%	-17%	-2.3
Cc1ccc(C(C)C)c(OCc2nn(CC(=O)c3ccc(OC(F)F)cc3)c3[n+]2CCCCC3)c1	-6.7	15%	39	-15%	15%	1%	?	-9.0
O=C(NC(NC(=S)Nc1ccccc1C(=O)O)C(Cl)(Cl)Cl)c1cccc([N+](=O)[O-])c1 (stereo not drawn)	-3.4	0%	-26	24µM*	-17%	1%	16%	2.7
CCOc1ccccc1N1CCN(C(=O)c2c(CC)noc2C)CC1	-2.7	-3%	9	-1%	2%	3%	3%	1.3

# Of the compounds above, 8 have a Cl atom.
compound	IL-2 act	EPAC2 ag	PI5P4K alpha inh	PLK1 PBD inh	WRN helicase inh	EPAC1 agonist	EPAC1 antagonist	CCT chaperon mod
COc1cc(NC(=S)N2CCC(C(N)=O)CC2)c(OC)cc1Cl	0.5	7%	-1	?	-6%	7%	0%	-0.2
O=C(Nc1ccc(Cl)cc1Cl)C1=Cc2ccccc2OC1	0.1	12%	12	-8%	0%	19%	-13%	0.1
O=C(CSc1nc2cc(Cl)ccc2s1)c1ccco1	0.5	13%	nt	?	-9%	17%	-1%	-2.3
Clc1ccc(-c2cc(-c3ccccn3)on2)c(Cl)c1	0.0	2%	-1	3%	-2%	0%	-7%	-1.0
N#C/C(=C\c1ccc(Cl)s1)C(=O)N1CCN(c2ccccc2)CC1	-1.7	4%	-1	-1%	-6%	2%	-13%	-0.5
COc1ccc(CS(=O)(=O)CC(C)(O)c2ccc(Cl)cc2)cc1 (stereo not drawn)	-2.4	4%	-1	-9%	-8%	-5%	-11%	-1.1
COc1ccc(C)cc1NC(=O)CN1CCN(S(=O)(=O)c2ccc(Cl)cc2)CC1	0.9	1%	0	2%	1%	5%	12%	-0.6
O=C(NC(NC(=S)Nc1ccccc1C(=O)O)C(Cl)(Cl)Cl)c1cccc([N+](=O)[O-])c1 (stereo not drawn)	-3.4	0%	-26	24µM*	-17%	1%	16%	2.7

# An excerpt (hit frequency here may not be typical).
